GAA850 FXN act: increases GAA850 frataxin promoter reporter activity. hit rate 0.56% among 360,000. activation, % at 6 µM. HEK293 lucGAA850 FXN promoter luciferase reporter, 24 h; percent of 10 µM SAHA response;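 active means activation above the average of all compounds screened plus 3 SD, cutoff fixed separately per campaign, cut at about 7.5% in these data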;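 further: 0% = DMSO wells and 100% = 10 µM SAHA wells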
DAX1 inh-1: DAX1 (NR0B1) inhibition, primary screen | HEK293T StAR-luciferase reporter, SF-1/DAX-1 repression relief | hit rate 1.1% among 370,000 | AID 652010 | inhibition, % at 6.8 µM;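 active means inhibition above the mean over all tested compounds plus 3 SD, cut at about 3.6% in these data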;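 further: 0% = DAX-1 cells with DMSO and 100% = cells lacking DAX-1 with DMSO; higher inhibition means more luminescence from relief of DAX-1 repression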
ssDAF-12 act: activates DAF-12 receptor from parasite S. stercoralis. hit rate 1% among 370,000. activation, % at 6.8 µM. HEK293 ssDAF-12/GRIP1 lit1-tk-luc reporter, luminescence; % of 3 µM dafachronic acid response;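 active means activation above the mean over all tested compounds plus 3 SD, cut at about 0.9% in these data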;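 further: 0% = DMSO-only wells and 100% = 3 µM delta7-dafachronic acid wells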
NPR2 activator: GC-B (human) receptor activation | HEK293-GC-B cells, CNP EC30, cGMP TR-FRET; 0% at EC30 CNP, 100% saturating CNP | activation, % at 10 µM | hit rate 0.11% among 370,000 | AID 1920062;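 active means activation at 10 µM reaching about 35% in either raw or pattern-adjusted values, limit read from the data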
Target sequence (P20594 whole entry, looked up): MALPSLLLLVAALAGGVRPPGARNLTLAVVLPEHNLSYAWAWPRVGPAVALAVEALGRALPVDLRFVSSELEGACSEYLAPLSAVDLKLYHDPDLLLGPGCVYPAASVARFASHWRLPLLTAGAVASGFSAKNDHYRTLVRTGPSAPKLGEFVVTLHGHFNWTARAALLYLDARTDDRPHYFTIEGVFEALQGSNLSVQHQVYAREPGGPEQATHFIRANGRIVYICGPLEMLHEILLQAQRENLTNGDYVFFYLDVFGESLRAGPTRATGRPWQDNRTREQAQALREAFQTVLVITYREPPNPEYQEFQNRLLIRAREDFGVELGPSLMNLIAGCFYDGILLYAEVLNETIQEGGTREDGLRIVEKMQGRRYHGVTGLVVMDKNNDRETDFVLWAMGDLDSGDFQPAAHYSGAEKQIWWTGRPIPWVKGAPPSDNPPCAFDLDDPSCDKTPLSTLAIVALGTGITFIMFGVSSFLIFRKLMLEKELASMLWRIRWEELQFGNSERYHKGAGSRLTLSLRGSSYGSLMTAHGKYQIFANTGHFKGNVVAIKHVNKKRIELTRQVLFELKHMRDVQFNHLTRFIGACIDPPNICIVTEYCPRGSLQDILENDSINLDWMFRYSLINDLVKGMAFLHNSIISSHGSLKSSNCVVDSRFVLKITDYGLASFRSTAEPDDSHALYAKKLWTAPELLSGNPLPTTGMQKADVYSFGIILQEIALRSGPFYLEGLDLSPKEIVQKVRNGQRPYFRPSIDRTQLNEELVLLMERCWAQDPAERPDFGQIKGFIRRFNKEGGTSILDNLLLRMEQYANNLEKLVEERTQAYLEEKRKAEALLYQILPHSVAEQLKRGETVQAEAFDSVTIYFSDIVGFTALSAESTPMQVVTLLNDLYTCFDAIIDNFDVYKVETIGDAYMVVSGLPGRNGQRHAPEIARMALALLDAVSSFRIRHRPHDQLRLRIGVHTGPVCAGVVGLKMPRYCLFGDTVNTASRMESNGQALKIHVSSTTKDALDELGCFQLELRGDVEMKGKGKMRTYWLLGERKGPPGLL
hcDAF-12 act: activates DAF-12 receptor from parasite H. contortus | HEK293 hcDAF-12 lit1-tk-luc reporter, luminescence; 0% DMSO, 100% Δ7-dafachronic acid | activation, % at 6.8 µM | hit rate 1.4% among 370,000;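 active means activation above the mean of all tested compounds plus 3 SD, cut at about 5.5% in these data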;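 further: 100% = response to 3 µM Δ7-dafachronic acid high control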
hgDAF-12 ag: activates the H. glycines DAF-12 receptor ligand-binding domain; HEK293 GAL4-hgDAF12 UAS-luciferase reporter, agonist luminescence; normalized to butyrate control; activation, % at 6.8 µM; AID 687014; hit rate 1.8% among 370,000;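 active means activation above a cutoff set at the mean of all screened compounds plus 3 SD, cut at about 10% in these data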;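 further: 0% = DMSO wells and 100% = sodium butyrate wells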
SMARCA2 act: SMARCA2 function activation, primary screen | MG213 cells, MMTV-luciferase reporter, dexamethasone, overnight | activation, % at 9.1 µM | hit rate 1% among 370,000 | AID 652017; in the data active means activation above about 7.8%;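 further: 0% = vehicle wells and 100% = reference activator wells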
proKLK7 act: proKLK7 (human) activation, primary screen. purified proKLK7, EDANS-DABCYL substrate fluorescence; 100% is mature enzyme control, 0% vehicle. hit rate 0.9% among 370,000. activation, % at 7 µM. P49862. AID 652039;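 active means activation above the mean of all tested compounds plus 3 SD, computed per campaign excluding outliers beyond control limits, cut at about 13% in these data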
NPR1 activator: GC-A (human) enzyme activation | hit rate 0.14% among 370,000 | P16066 | activation, % at 10 µM | HEK293 GC-A cells, cGMP TR-FRET, EC30 ANP; 0% at EC30 ANP, 100% saturating ANP; in the data active means activation above about 40%
HGIII-sPLA2 inh: Inhibits HGIII-sPLA2 liposome hydrolysis, primary screen; Q9NZ20; QFRET BODIPY PC-A2 liposome hydrolysis, fluorescence; inhibition, % at 12.2 µM; hit rate 0.56% among 370,000; AID 743126;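 active means inhibition above mean plus 3 SD of compounds lying within the high and low control bounds, cut at about 19% in these data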;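 further: 0% = median of test compound wells and 100% = no enzyme DMSO wells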
DAX1 inh-2: inhibitors of human orphan nuclear receptor DAX1 (NR0B1); HEK293 Gal4-DAX1 luciferase reporter, luminescence; AID 504766; inhibition, % at 6.75 µM; P51843; hit rate 0.99% among 340,000;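 active means inhibition above the mean over all tested compounds plus 3 SD, cut at about 4.2% in these data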;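 further: 0% = DAX1-transfected cells with DMSO and 100% = empty-vector control cells with DMSO; inhibition shows as a rise in luminescence from relieved DAX1 repression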
Starred values were filed as active, the others as inactive; · = no result given. Not a hit list; any-hit rate near 6.7%.

SMILES | GAA850 FXN act | DAX1 inh-1 | ssDAF-12 act | NPR2 activator | hcDAF-12 act | hgDAF-12 ag | SMARCA2 act | proKLK7 act | NPR1 activator | HGIII-sPLA2 inh | DAX1 inh-2
O=C(NCc1ccc(F)cc1)c1cc(S(=O)(=O)N2CCCCC2)ccc1Cl | 0.4 | 1.8 | -1.3 | 5.1 | 0.5 | -1.3 | -2.9 | -0.2 | -0.3 | -2.1 | -0.5
CCN(CC(=O)NC1CCS(=O)(=O)C1)c1ccc(S(=O)(=O)N(CC)CC)cc1[N+](=O)[O-] (stereo unspecified) | 1.8 | 0.3 | -1.3 | 1.4 | -0.9 | -3.5 | -2.3 | 0.6 | 1.2 | 4.5 | 0.0
c1ccc(-n2ncc3c2ncn2nc(CSc4nc5ccccc5s4)nc32)cc1 | -1.7 | -0.2 | -0.2 | -6.0 | 0.5 | 2.7 | -1.8 | 0.4 | 0.8 | 0.3 | -0.5
Cc1cc(C)n2c(NCc3ccccc3)c(CC(C)C)nc2n1 | · | -0.6 | -1.2 | -1.6 | -0.9 | -2.8 | 0.5 | 1.1 | 2.8 | 0.1 | ·
Cc1ccc(Cc2nnc3n(-c4cccc(C)c4)nc(C(=O)c4ccccc4)n3c2=O)cc1 | 0.3 | 0.4 | -1.6 | -2.5 | -0.9 | -0.8 | 1.7 | 0.0 | -2.0 | 1.0 | 2.0
N#Cc1ccccc1S(=O)(=O)N1CCN(C(=O)CN2CCCC2c2cccs2)CC1 (stereo unspecified) | -0.2 | 0.4 | -1.2 | -2.5 | -1.2 | -3.1 | -2.0 | -0.1 | -3.3 | -2.8 | 0.2
C/C(=N\Nc1cccc([N+](=O)[O-])c1)c1cc2ccccc2o1 | 0.4 | -0.3 | -0.3 | -13.7 | -0.3 | 5.4 | -0.8 | -0.3 | -4.0 | 0.2 | 1.5
CNC(=O)c1ccc(C)c(NC(=O)C2=C(C)OCCS2)c1 | 0.2 | 0.8 | -0.3 | -5.5 | -0.3 | 1.2 | -2.6 | 0.5 | 3.9 | 1.2 | 1.8
CC(C)C(=O)NNC(=O)CSc1nnnn1C(C)C | -1.5 | 0.1 | -1.0 | 4.5 | 0.1 | 2.1 | 4.6 | 0.3 | 1.0 | 3.5 | 1.0
COC(CNC(=O)c1cn(C)c2ccc(S(=O)(=O)N(C)C3CCCCC3)cc2c1=O)OC | 1.7 | -0.3 | -0.8 | -1.1 | 1.5 | 2.5 | -2.2 | 0.8 | -1.3 | -0.6 | 3.6
NNC(=O)c1ccc2ccccc2n1 | 0.2 | 0.7 | 0.2 | 3.5 | 3.3 | 2.0 | -0.9 | -0.2 | -1.7 | 5.3 | 0.3
CCC(CC)C(=O)NN(C(=O)c1ccncc1)C1CC(=O)N(c2ccccc2)C1=O (stereo unspecified) | 0.7 | 0.0 | -0.3 | 0.0 | 0.1 | -1.0 | -5.5 | 0.8 | 5.3 | 6.5 | 3.4
CCC(=O)Nc1nonc1-c1nc2ccccc2n1CCC(C)C | 0.3 | 0.1 | -0.8 | 13.2 | -0.4 | 1.1 | -0.5 | -0.8 | 6.8 | 1.7 | -0.3
Nc1ccc(C(=O)Nc2cccc(NC(=O)c3ccc(N)cc3)c2)cc1 | -2.2 | -0.3 | -1.4 | -4.8 | -1.1 | -0.3 | -1.9 | -0.3 | 2.9 | 7.7 | 0.6
C=CCNc1ncnc2c1ncn2C1OC(CO)C(O)C1O (stereo unspecified) | 4.4 | -0.4 | -1.6 | -2.5 | -2.6 | -3.0 | 2.5 | 0.2 | 7.5 | 4.7 | 0.4
CN(C)S(=O)(=O)c1cccc(NC(=O)c2cc3c(=O)n4ccccc4nc3s2)c1 | 1.1 | -0.5 | -1.1 | 7.6 | 2.1 | 1.5 | -2.8 | 0.1 | 9.0 | -2.9 | 0.7
CC(C)[C@H](NC(=O)OCc1ccccc1)C(=O)OCC(=O)Nc1ccc(N2CCOCC2)cc1 | -1.1 | -4.2 | -0.2 | -1.9 | -0.6 | 1.1 | -1.4 | 0.3 | 2.9 | 2.9 | -1.2
Cc1cc(C(=O)NN=Cc2ccccc2C(=O)O)n[nH]1 | · | 0.8 | -0.3 | -6.5 | 0.2 | 5.9 | 5.8 | -0.7 | 1.6 | -0.2 | ·
CC(=O)NC(c1ccco1)c1cc(F)c2cccnc2c1O (stereo unspecified) | -3.2 | -0.4 | -1.2 | 0.0 | -0.4 | -3.5 | -1.0 | -0.3 | -1.4 | 8.8 | -0.5
COc1ccc(CCNC(=O)C(=O)c2c[nH]c3ccccc23)cc1OC | 0.6 | -0.4 | -1.5 | 5.7 | 0.8 | -0.9 | 1.2 | 0.6 | -1.0 | -13.5 | 0.8
COc1ccc(S(=O)(=O)Nc2ccc3c(c2)CC(=O)N([C@@H](C)CO)C[C@H](C)[C@@H](CN(C)S(=O)(=O)c2ccc(F)cc2)O3)cc1 | 0.8 | 0.3 | -1.1 | 0.9 | 3.8 | 2.7 | -0.7 | 0.4 | 1.5 | -38.0 | -0.9
O=C(NC1CCCCC1)C(C1CC1)N1CCc2ccccc2C1 (stereo unspecified) | · | 2.2 | -1.3 | 1.5 | -1.1 | 0.6 | -0.4 | -0.4 | -2.0 | 6.1 | ·
COC(=O)c1nc(-c2ccccc2)oc1N(C)C | 0.8 | 0.0 | -1.9 | -1.6 | 0.0 | -0.1 | -1.0 | 1.8 | 1.3 | 2.2 | 0.9
CCOC(=O)c1cnc2c(ccc3ccccc32)c1Cl | 4.0 | 0.2 | -0.1 | -3.6 | 0.6 | -0.1 | 2.0 | 0.0 | -3.0 | -1.7 | 1.7
CS(=O)(=O)c1cccc(C(=O)Nc2ccccc2Cc2ccccc2)c1 | -0.4 | 0.2 | -1.1 | 6.9 | -2.0 | -0.1 | -1.9 | -0.4 | -2.3 | -3.6 | -1.0
CCOC(=O)Cc1csc(NC(=S)NC(=O)c2ccc(Cl)cc2)n1 | -1.9 | 0.0 | -0.6 | 2.4 | -2.2 | -1.5 | -4.1 | 0.4 | 1.1 | 4.3 | 0.1
COc1ccc(-c2onc3ccc(Br)cc23)cc1 | 4.0 | -0.4 | -0.6 | -6.8 | -0.8 | -1.9 | -2.7 | -0.2 | -2.2 | 13.3 | 1.0
Cc1ccc(OCC(=O)Nc2ccccc2Sc2ccc(Cl)cc2)c([N+](=O)[O-])n1 | 2.7 | -0.8 | -2.1 | 1.3 | -2.7 | -1.4 | -3.3 | 0.2 | -0.9 | 0.2 | -0.6
CCN(c1ccccc1)S(=O)(=O)c1ccc(F)cc1 | 1.1 | 0.0 | -1.7 | -3.0 | -1.4 | -0.3 | -0.5 | -0.5 | 3.2 | -6.0 | -1.1
O=C(CCn1cnc2ccccc2c1=O)Nc1cccc(Cl)c1Cl | 0.9 | 0.7 | -0.6 | 3.2 | -2.1 | -2.6 | -1.2 | 0.0 | -1.9 | -2.9 | 2.3

2 records drawn at random from the list so far:
SMILES | GAA850 FXN act | DAX1 inh-1 | ssDAF-12 act | NPR2 activator | hcDAF-12 act | hgDAF-12 ag | SMARCA2 act | proKLK7 act | NPR1 activator | HGIII-sPLA2 inh | DAX1 inh-2
COc1ccc(-c2onc3ccc(Br)cc23)cc1 | 4.0 | -0.4 | -0.6 | -6.8 | -0.8 | -1.9 | -2.7 | -0.2 | -2.2 | 13.3 | 1.0
CCOC(=O)Cc1csc(NC(=S)NC(=O)c2ccc(Cl)cc2)n1 | -1.9 | 0.0 | -0.6 | 2.4 | -2.2 | -1.5 | -4.1 | 0.4 | 1.1 | 4.3 | 0.1

Going on with the list:
SMILES | GAA850 FXN act | DAX1 inh-1 | ssDAF-12 act | NPR2 activator | hcDAF-12 act | hgDAF-12 ag | SMARCA2 act | proKLK7 act | NPR1 activator | HGIII-sPLA2 inh | DAX1 inh-2
CCC(=O)N1CCc2cc(S(=O)(=O)NCCC(=O)NCc3ccc(F)cc3)ccc21 | -0.8 | -1.3 | -1.1 | -2.8 | 1.1 | 1.6 | -2.2 | -0.1 | -0.2 | -3.5 | -0.2
COc1cccc(C(=O)NCC(=O)N/N=C/c2cccc(OC(=O)c3ccc([N+](=O)[O-])cc3)c2)c1 | -0.1 | 0.2 | -1.2 | -4.8 | -0.5 | -3.0 | -3.7 | 0.2 | -0.6 | 8.1 | 1.1
CN1CCN(NS(=O)(=O)c2ccc(Cl)s2)CC1 | 1.4 | 0.3 | -1.2 | 4.6 | -1.7 | -0.9 | 1.2 | -0.4 | 8.6 | -0.5 | -0.8
O=C(NCc1cccnc1)c1ccc(COc2ccccc2Br)cc1 | 1.9 | -2.1 | -2.6 | 1.0 | -4.0 | -5.5 | -2.4 | 0.2 | 32.7 | -6.5 | -1.6
O=C1CC(C(=O)Nc2ccc(O)c(C(=O)O)c2)C(c2ccccc2)O1 (stereo unspecified) | -0.6 | -0.3 | -1.1 | 4.1 | -1.3 | -1.7 | -3.0 | -3.8 | -2.3 | -7.3 | -0.8
N#CCSc1ccccc1NC(=O)COC(=O)CCNC(=O)c1ccc([N+](=O)[O-])cc1 | -0.2 | 1.7 | 0.6 | -2.5 | 2.2 | 0.1 | 3.4 | 1.0 | -0.3 | 0.6 | -0.8
C=CCOC(=O)Cn1cnc2c(sc3nc(C)cc(C)c32)c1=O | 5.2 | 0.6 | -0.4 | 2.4 | 1.3 | 7.7 | 5.4 | 0.1 | 10.6 | -1.5 | 0.0
Cn1c(=O)c2sccc2n2c(CCCC(=O)NCc3ccc(F)cc3)nnc12 | -1.1 | -0.3 | -1.0 | -15.3 | -2.3 | -2.0 | -2.4 | -0.8 | 5.9 | 3.3 | 0.5
CCCCN(C)C(=O)c1oc(=O)c2ccccc2c1-c1ccc(C)cc1 | · | -0.2 | -0.8 | -8.6 | -1.1 | -0.6 | -2.7 | 0.4 | -12.7 | 11.0 | ·
CCC(OC(=O)c1nsc(Cl)c1Cl)C(=O)NC(C)(C)C (stereo unspecified) | 1.8 | 0.1 | -0.8 | 3.0 | -1.3 | -2.4 | 0.1 | 0.0 | 1.5 | -3.0 | 1.4
CCc1ccccc1N(CC(=O)Nc1cccnc1)S(=O)(=O)c1ccccc1 | 0.7 | -1.0 | -0.9 | -0.4 | -0.8 | -0.1 | -3.0 | 0.5 | -0.5 | -4.3 | -0.5
O=C(Nn1c(O)c(C=C2N=c3ccccc3=N2)sc1=S)c1cccc(Cl)c1 | -0.1 | -0.3 | -0.9 | -1.9 | 1.9 | 2.5 | -1.0 | -0.5 | -0.6 | -3.7 | 0.6
CC(C)(C)SCCNS(=O)(=O)c1ccc(F)cc1 | 2.8 | 0.1 | -0.9 | 5.0 | -1.3 | -0.6 | -2.8 | -0.5 | 4.0 | -1.9 | -0.1
COC(=O)c1cn(C(=O)c2ccc3c(c2)OCO3)c2ccccc12 | -1.5 | -0.9 | -1.1 | 3.3 | -0.9 | -1.6 | -5.4 | -0.6 | -6.5 | 8.4 | 1.1
CCCC(=O)Nc1ccc(C(=O)NCc2ccccc2Cl)cc1 | 0.3 | -0.1 | -0.9 | 3.1 | -1.3 | 1.4 | 0.0 | 0.2 | -3.1 | 5.8 | 0.7
Cc1c(CN2CCCC(C)C2)c(O)n(CCO)c(=O)c1C#N (stereo unspecified) | -1.3 | 1.4 | -1.3 | 1.6 | -1.8 | -2.1 | -3.7 | 2.8 | -3.7 | 0.9 | 0.5

Screening data: PubChem, several laboratories
